# ALOX12 inh: inhibitors of human 12S-lipoxygenase ALOX12 | AID 1671190 | P18054 | Potency, µM (titrated, usually from 108 µM), for the others: at the top dose activity change, negative = inhibition, hits mostly inhibitors | purified 12hLO, xylenol orange hydroperoxide absorbance | hit rate 1.1% among 580,000; active = well fitted inhibition curve with a large enough effect; inconclusive = small, poorly fitted or top-dose-only effect, or another doubt; inactive = no such curve, though single readings can be large or run the other way
# Target sequence (P18054 whole entry, looked up): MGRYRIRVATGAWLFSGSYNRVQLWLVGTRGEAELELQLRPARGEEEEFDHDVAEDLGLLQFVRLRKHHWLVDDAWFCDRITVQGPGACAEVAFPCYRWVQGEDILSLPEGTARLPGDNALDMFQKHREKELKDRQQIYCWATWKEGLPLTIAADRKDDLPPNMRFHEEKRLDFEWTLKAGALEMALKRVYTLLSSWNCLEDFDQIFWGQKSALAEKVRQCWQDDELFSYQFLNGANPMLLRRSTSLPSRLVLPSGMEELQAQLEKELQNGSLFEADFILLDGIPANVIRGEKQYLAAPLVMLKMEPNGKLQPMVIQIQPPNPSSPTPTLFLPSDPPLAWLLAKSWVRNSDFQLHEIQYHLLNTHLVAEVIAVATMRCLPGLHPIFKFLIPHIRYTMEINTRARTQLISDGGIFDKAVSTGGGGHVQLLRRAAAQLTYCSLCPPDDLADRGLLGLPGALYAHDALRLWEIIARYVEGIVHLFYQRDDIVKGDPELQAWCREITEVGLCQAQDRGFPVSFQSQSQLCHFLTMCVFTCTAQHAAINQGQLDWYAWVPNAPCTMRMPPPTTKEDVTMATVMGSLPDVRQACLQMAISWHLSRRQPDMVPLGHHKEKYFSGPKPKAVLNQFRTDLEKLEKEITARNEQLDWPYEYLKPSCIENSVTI
#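 Hydroperoxide product was detected by ferrous iron/xylenol orange as the 573 to 405 nm absorbance ratio. Arachidonic acid at 40 uM (final) was turned over for 30 min at room temperature by 150 nM human 12hLO, pH 7.0 Hepes buffer, after 15 min compound preincubation.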
# * = called active by the depositor; ? = inconclusive; & = joins results of further samples; [ ] = dose if it differs, or a comment. % is set by controls: 0 for no effect and ±100 for the full control effect; potency is the fitted concentration of half-maximal effect. These rows are one share of the data; the hit share may differ from the screen's.
# Start of the listing, in advance, 6 compounds:
SMILES,ALOX12 inh
O=S(=O)(c1ccc(F)cc1)N1CCC(n2cnnc2C2CC2)CC1,-11%
NC(=O)CCN(C(=O)c1ccc(C(F)(F)F)cc1)c1ccc(F)cc1,-18%
COCCNC(=O)C[C@@H]1c2nc(NC(=O)c3cccc(F)c3)sc2C[C@@H]2[C@](C)(CO)[C@H](O)CC[C@]21C,17%
CCOC(=O)N1CCN(Cc2ccc3c(c2)CN(C(=O)c2cccc(-n4cccn4)c2)CCO3)CC1,14%
CCc1nc2ccccc2c(C(=O)OCc2ccccc2)c1C,30%[activator]
Fc1ccc(-c2ccn[nH]2)cc1,-27%

# The list itself, repeating the preview:
SMILES,ALOX12 inh
O=S(=O)(c1ccc(F)cc1)N1CCC(n2cnnc2C2CC2)CC1,-11%
NC(=O)CCN(C(=O)c1ccc(C(F)(F)F)cc1)c1ccc(F)cc1,-18%
COCCNC(=O)C[C@@H]1c2nc(NC(=O)c3cccc(F)c3)sc2C[C@@H]2[C@](C)(CO)[C@H](O)CC[C@]21C,17%
CCOC(=O)N1CCN(Cc2ccc3c(c2)CN(C(=O)c2cccc(-n4cccn4)c2)CCO3)CC1,14%
CCc1nc2ccccc2c(C(=O)OCc2ccccc2)c1C,30%[activator]
Fc1ccc(-c2ccn[nH]2)cc1,-27%
COc1cc(OC)cc(C(=O)N2CCC(N3CCCC3)CC2)c1,?
CC(C)(C)CC(=O)NC[C@H]1OC[C@@H](NC2CCNCC2)[C@@H]1O,?
COCc1cc(N2CCN(Cc3ccccc3C#N)CC2)ncn1,3%
O=C(NC1CCCC1)c1cc(Sc2cccc(Cl)c2)nc2ccccc12,-3%
Cc1ccccc1C1=NC(C)(CC(=O)Nc2ccc(F)cc2F)ON1C (stereo not drawn),?
COc1ccc(C(=O)N/C(=C\c2ccc(-c3cccc(Cl)c3)o2)C(=O)NC(C)(C)C)cc1,-9%
O=C(O)CCOc1ccc(Cl)cc1,-9%
CC(=O)c1c(C)nn(CCC(=O)NCc2noc(-c3ccccc3)n2)c1C,39%[activator]
O=C(NC1CCCCCC1)c1nnn2cc(-c3ccc(Cl)cc3)[nH]c(=O)c12,3%
CCCNC(=O)Cn1ccn2nc3c(c2c1=O)CCCC3,-15%
COC(=O)CCN(C)Cc1sccc1C,47%
Cc1cccc(OCC(=O)NCc2nnc3ccc(-c4ccccc4)nn23)c1,29%
COc1ccc(C)cc1N1CC(C(=O)Nc2ncn[nH]2)CC1=O (stereo not drawn),19%
Cc1ccc(-c2csc(Nc3ccc(N(C)C)cc3)n2)cc1,-12%
CCOC(=O)C1CCN(C(=O)C2COC3(CCCC(C)C3)N2C(=O)c2ccccc2F)CC1 (stereo not drawn),?
Cc1cccc2cc(CN(C(=O)c3ccccc3)C(C)C)c(=O)[nH]c12,?
Cc1ccc(NC(=O)c2cc(=O)c3ccc(C)c(C)c3o2)cc1C,?
Cc1ccc(OCCC2CCN(C(=O)c3cc(CN4CCOCC4)on3)C2)cc1 (stereo not drawn),47%
Cc1cccc(C(C)C)c1NC(=O)CCc1ncc(-c2ccccc2)o1,8%
SMILES,ALOX12 inh
Cc1ccccc1-c1cc(C(=O)NC(C)C)c2ccccc2n1,-25%
O=C(CSc1nccn2nc(-c3cccc4ccccc34)cc12)NCc1ccc(F)cc1,5%
COC(=O)N1CCC2(C1)C(=O)N(CCc1ccccc1)c1ccccc12 (stereo not drawn),-8%
COCCOCC(=O)N1CC(c2nnc(-c3ccncc3)o2)C2(CCOCC2)C1 (stereo not drawn),38%
COCC1CN(C(C)=O)CC12CCN(C(=O)COc1cccc(C)c1)CC2 (stereo not drawn),-2%
CCc1ccc(CN2CCC(Oc3ccc(C(=O)NCCOC)cc3Cl)CC2)o1,38%
Cn1c(=O)c2c(ncn2CC(=O)Nc2ccc3c(c2)CCC3)n(C)c1=O,-8%
COCCn1c(=O)c(-c2ccccc2)nc2cnc(OC)nc21,-47%
O=C(Cc1cccs1)N1CCC(c2noc(-c3ccncc3)n2)C1 (stereo not drawn),30%[activator]
Cc1cc(C(=O)Nc2cccc(-c3nc4ccccc4o3)c2)ccc1[N+](=O)[O-],6%
O=C(NCCc1ccncc1)C1c2ccccc2C(=O)N(C2CCCCC2)C12CCCCC2 (stereo not drawn),44%
COCC1CN(C(=O)c2ccnn2C)CC12CCOCC2 (stereo not drawn),30%[activator]
c1ccc(NC2C(c3ccccc3)=Nc3ccccc3-n3nnnc32)cc1 (stereo not drawn),?
O=C(Nc1cccc(Cl)c1F)N1CCCC1c1nncn1-c1ccccc1 (stereo not drawn),24%
O=CN1CCN(C(C(=O)O)c2c[nH]c3cc(Br)ccc23)CC1 (stereo not drawn),?
Cc1ccc2c(C)c(CCC(=O)NC34CC5CC(CC(C5)C3)C4)c(=O)oc2c1,?
Cc1cc(NC(=O)c2ccc(CN3CC[C@H](O)C3)cc2)ccc1F,17%
O=C1CCCC2=C1C(c1ccsc1)CC(=O)N2c1ccc(C(F)(F)F)cc1 (stereo not drawn),-4%
CN1CCC2(CCC1=O)CN(Cc1nc3c(s1)CCCC3)CCN2C (stereo not drawn),65%[activator]
CCC(=O)N1CCN(c2nc3c(s2)CC(C(=O)N2CCN(CC)CC2)CC3)CC1 (stereo not drawn),?
NC(=O)c1ccc(CSc2cccc[n+]2[O-])cc1,-11%
CN(C)S(=O)(=O)c1ccc2oc(SCCOc3ccc(F)cc3)nc2c1,10%
O=C1[C@H]2CC[C@H](CN(Cc3cccc(N4CCOCC4)c3)C2)N1CC1CCC1,3%
Cc1nn(CCC#N)c(C)c1[C@@H]1C=C[C@@H](NC(=O)c2cccs2)C1,-21%[176 µM]
Cc1ccn(CCC(=O)NCc2cccnc2Oc2ccc(F)c(F)c2)n1,27%

# A second format for 4 compounds above:
smiles	ALOX12 inh
CCC(=O)N1CCN(c2nc3c(s2)CC(C(=O)N2CCN(CC)CC2)CC3)CC1 (stereo not drawn)	?
NC(=O)c1ccc(CSc2cccc[n+]2[O-])cc1	-11%
CN(C)S(=O)(=O)c1ccc2oc(SCCOc3ccc(F)cc3)nc2c1	10%
O=C1[C@H]2CC[C@H](CN(Cc3cccc(N4CCOCC4)c3)C2)N1CC1CCC1	3%

# Next part.
SMILES,ALOX12 inh
CCCCNC(=O)C1CCN(C(=O)c2nnn3c2COC(c2ccc(C)cc2)C3)CC1 (stereo not drawn),25%
COc1cccc(CN2C(=O)N(c3ccc(C)cc3C)S(=O)(=O)c3ccccc32)c1,-1%
O=S(=O)(/N=C/c1cccs1)c1ccc(Cl)cc1,3%
COc1ccc(Cl)cc1C(=O)N[C@@H]1CN(c2ncccn2)C[C@H]1CN(C)C,7%
O=C(Nc1ccccc1C(F)(F)F)c1cccc(Cl)c1Cl,-33%
CCCCC(=O)N1CCN(c2nc(C)c3c(c2C#N)CCCC3)CC1,33%[activator]
CCC(NC(=O)C1CCN(C(=O)C2CCC2)CC1)c1nc(C)c(C)s1 (stereo not drawn),31%
CCN1CCN(CC(=O)NCc2cc(N3CCOCC3)ncn2)CC1,134%[activator]
CC(NC(=O)c1n[nH]c2ccccc12)C(=O)N1CCN(c2ccccn2)CC1 (stereo not drawn),-1%
CC(C)(C)c1cc(C[C@H]2CNCC[C@H]2CC(=O)N2CCC(Cc3ccccc3)CC2)no1,24%
CS(=O)(=O)N1CCCN(C(=O)CCc2c[nH]c3ccccc23)CCNC(=O)CC1c1ccccc1 (stereo not drawn),5%
CCC/C=N/NC(=O)c1ccc(C)cc1C,-19%
O=C(Nc1ccc(OC(F)(F)F)cc1)C(Cc1ccccc1)C(=O)Nc1ccc(OC(F)(F)F)cc1,-28%
CC(=O)N1CCC(N2C[C@H](O)C[C@H]2c2nc(-c3ccccn3)no2)CC1,?
CCN1CCC(N[C@@H]2CC[C@@H]2NC(=O)CCCc2ccccc2)CC1,18%
CNC(=O)N1CCc2nc(N3CCN(C)CC3)[nH]c(=O)c2CC1,18%
Cc1cc(C(c2ccc(Cl)cc2Cl)N2CCOCC2)c(NC(=O)c2ccco2)s1 (stereo not drawn),-28%
CCC(C)NC(=O)Cc1c(C)nc2ccccc2c1C (stereo not drawn),-12%
O=C1COc2ccc(C(=O)COC(=O)c3cc(Br)ccc3Cl)cc2N1,18%
Cc1ncc2n1C(=O)N(C1CCN(Cc3cccc(C(F)(F)F)c3)CC1)C2,13%&27%
O=C(c1ccc(-c2ccccc2)cc1)N(Cc1cccs1)C1CC1,-3%
COc1ccc(/C=C(/C#N)C(=O)C(C)C)cc1O,?
COC1C(=O)N(C2CCN(S(=O)(=O)C(C)C)CC2)C12CCOCC2 (stereo not drawn),47%
Cc1cn2nc(C(=O)NCc3ccc(F)cc3F)cc2c(N(C)Cc2ccccc2)n1,3%
COc1ccc(-c2noc([C@@H](C)NC(=O)c3nc4ccccc4[nH]3)c2C(=O)O)cc1,-1%
SMILES,ALOX12 inh
Nc1ccccc1OCC1CCCO1 (stereo not drawn),9%
CN(C)C(=O)CCSc1ccc(F)cc1,1%
O=C(NC[C@H]1O[C@@H]2C[C@@H](CC(=O)N3CCC(F)(F)C3)O[C@@H]2[C@@H]1O)Nc1cccc(Cl)c1,-22%
CCCNC(=O)O[C@@H]1CC[C@]2(C)C(CC[C@@H](O)[C@H]2CC(=O)NCc2ccc(OC)cc2)[C@]1(C)CO (stereo partly drawn),35%
CN(Cc1cccc(C(F)(F)F)c1)C(=O)Nc1ccc(Cl)cc1,?
COc1ccccc1N1CCN(C(=O)c2ccccc2NC(=O)Cn2c(C)cc(C)c(C#N)c2=O)CC1,-13%
O=C(N[C@H]1[C@H]2CCO[C@H]2[C@@H]1N1CCCC1)c1cc2c(s1)CCCCC2,?
O=C(CSc1ccc2ccccc2n1)NC1CCS(=O)(=O)C1 (stereo not drawn),?
COc1ccc(OC)c(NC(=O)CC2CCCCN(C)C2=O)c1 (stereo not drawn),20%
COc1ccccc1Oc1ncccc1CNC(=O)Nc1cccc(C#N)c1,-4%
CN1C(=O)[C@H]2CN(Cc3ccc(Cl)c(F)c3)C[C@H]2C1=O,36%
N#C/C(=C/c1ccc2c(c1)OCO2)C(=O)OCC(=O)N1CCCCC1,?
CCCCCc1ccc(OC(=O)c2ccc(Cl)cc2)cc1,7%
COc1ccc(CNC(=O)Cn2nc(C(=O)O)c3ccccc3c2=O)cc1,-4%
O=C(C1CCOCC1)N1CCOC[C@H](Oc2ccc(C(F)(F)F)cn2)C1,22%[176 µM]
CC(=O)c1ccc(NC(=O)O[C@@H]2CO[C@H]3[C@@H]2OC[C@@H]3n2cc(-c3ccccc3)nn2)cc1,17%[176 µM]
CNC(=O)CCNc1c(-c2cccc(F)c2)nc2cnccn12,0%
O=C(c1cnccn1)N1CCN(c2cc(-c3ccccc3)[nH]n2)CC1,8%
COC(=O)c1cc2c(c3c4cc(F)ccc4n(S(=O)(=O)c4ccccc4)c13)C(=O)N(Cc1ccc(C(F)(F)F)cc1)C2,?
COc1cccc(-c2cn3c(n2)N(C(=O)Cn2ccnc2)CCC3)c1,77%[activator]
Cc1cnc(CNc2ncnc3ccc(-c4ccccc4Cl)cc23)cn1,-1%
CN(C)C(=O)c1cccnc1OC1CCN(S(=O)(=O)c2ccc3c(c2)OCCO3)C1 (stereo not drawn),26%
Cc1ccc(-c2ccc(O)cn2)c2cccnc12,-5%
COc1ccc(Nc2nc3ccccc3nc2NS(=O)(=O)c2ccccc2)cc1Cl,?
CC(c1cccc(CN2CCC(CO)(CN3CCCC3)CC2)c1)N(C)C (stereo not drawn),43%[activator]
SMILES,ALOX12 inh
COc1ccc(-c2nnc3ccc(NCCc4ccccc4)nn23)nc1,?
CC(C)CNC(=O)NC(=O)C(C)Cl (stereo not drawn),-27%
Cn1c(=O)c2c(ncn2CCC(=O)N2CCN(Cc3ccccc3)CC2)n(C)c1=O,-4%
CC(NC1CCC2(CCNCC2)CC1)c1nc(-c2ccccn2)no1 (stereo not drawn),16%
CCOC(=O)N[C@@H](Cc1cccnc1)C(=O)N1CCC[C@H]1C(=O)NC1CCCC1,-16%
CC(C)NC(=O)c1nccnc1C(=O)O,?
CC(C)NC(=S)NCCc1ccc(Cl)cc1Cl,?
N#C/C(=C/c1ccc(OC(F)F)cc1)C(N)=S,32µM*
Cc1ccc(OC2CN(C(=O)c3ccc(F)cc3)C2)cc1C,48%[activator][176 µM]
CCCCN1C(=O)c2ccccc2C(C(=O)NCc2ccccn2)C12CCCCC2 (stereo not drawn),26%
CC(=O)N1CC[C@H](c2nc3ccc(F)cc3[nH]2)C1,18%[176 µM]
Cc1ccc(-c2nnc(C3CN(C(=O)c4ccccc4C)CC34CCOCC4)o2)cc1 (stereo not drawn),39%[activator]
COc1cccc(C(=O)CSc2nnc(-c3cc4ccccc4o3)n2C)c1,20%
COc1ccc2oc(=O)c(-c3csc(Nc4ccccc4)n3)cc2c1,?
CNC(=O)c1ccc(NC(=O)C2CCN(S(=O)(=O)c3ccc4c(c3)CCC4)CC2)cc1,?
CCNc1ccc(S(=O)(=O)N(CC)CC)cc1NCc1c(F)cccc1Cl,5%
CC(=O)c1ccccc1OCCOC(=O)c1cccc(CS(C)(=O)=O)c1,-40%
COc1ccc(/C=C(/CC(=O)O)c2nc3ccccc3o2)cc1OC,1%
CC1(C)OC(=O)C2=C(CC(CCc3ccccc3)OC2CCc2ccccc2)O1 (stereo not drawn),15%
CCc1nc(C)c(CC(=O)NCc2cc(F)cc3c(C)c(CC)[nH]c23)c(=O)[nH]1,-5%
O=C1[C@@H]2C[C@@H](O)CN2C2(CN(Cc3cccnc3)C2)C(=O)N1Cc1ccccc1,63%[activator][176 µM]

# Marked active in ALOX12 inh, of those listed so far:
SMILES,ALOX12 inh
N#C/C(=C/c1ccc(OC(F)F)cc1)C(N)=S,32µM*

# Reprinted from the entries so far (3 entries):
SMILES,ALOX12 inh
CC1(C)OC(=O)C2=C(CC(CCc3ccccc3)OC2CCc2ccccc2)O1 (stereo not drawn),15%
CCc1nc(C)c(CC(=O)NCc2cc(F)cc3c(C)c(CC)[nH]c23)c(=O)[nH]1,-5%
O=C1[C@@H]2C[C@@H](O)CN2C2(CN(Cc3cccnc3)C2)C(=O)N1Cc1ccccc1,63%[activator][176 µM]

# Screening results: PubChem BioAssay, National Center for Advancing Translational Sciences (NCATS)
